Compound activity: PubChem BioAssay, National Center for Advancing Translational Sciences (NCATS)
CCT chaperon mod: cytosolic chaperonin activity modulation; purified chaperonin ATPase assay, HTRF ADP detection, 30 min; activity change, % (no concentration beside the values), hits read low; 360,000 tested, 0.3% active; AID 651819; in the data active = activity change below about -30%; also: % is scaled to controls: 0 for no effect and ±100 for the full control effect
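Nucleotide hydrolysis assay: TRiC at 20–40 nM final (set by batch activity) with 10 uM ATP, 30 min at 37 °C, in presence of 76 uM compound. Detection by competitive ADP HTRF, 30 min ambient.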
A549 viability: counter-screen for Nrf2 inhibitors: cytotoxicity in A549 cells; A549 ARE-Fluc cells, CellTiter-Fluor viability, 18-24 h; Potency, µM (titrated, usually from 46 µM), inactives show top-dose activity change, negative = cytotoxicity, actives largely listed as inhibitors; 390,000 tested, 0.16% active; AID 504648; also: potency is read from the fitted curve at half-maximal effect; % is scaled to controls: 0 for no effect and ±100 for the full control effect
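A549 ARE-Fluc cells in 5% FBS OPTI-MEM, 5000 cells/well, rested 2 h then exposed to compounds in concentration-response for 18-24 h at 37 °C. Viability by CellTiter-Fluor fluorescence (Ex 405/Em 525) after 30 min; luciferase luminescence (BugLite, 15 min, RT) read afterwards.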
Nrf2 inh: inhibitors of Nrf2 signaling | A549 ARE-Fluc reporter, luciferase luminescence, 18-24 h | Potency, µM (top dose mostly 46 µM), without a hit: at the highest dose activity change, negative = inhibition, usual class: inhibitors | 360,000 tested, 2.1% active; also: potency is read from the fitted curve at half-maximal effect; % is scaled to controls: 0 for no effect and ±100 for the full control effect; nearly all actives have a fitted effect of over 60% in size
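Reporter: ARE-Fluc in A549. Exposure: 18-24 h, 37 °C, 5% CO2, 5% FBS OPTI-MEM. Readouts: fluorescent cytotoxicity (CellTiter-Fluor), then luminescent Nrf2 signal after BugLite.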
TGFb inhibitor: blocks TGF-b signaling; HepG2 CAGA-GFP TGF-b/SMAD3 reporter, GFP fluorescence, 18 h; TGF-beta stimulated, 500 pg/mL final; Potency, µM (series often up to 46.1 µM), inactives show at the top dose activity, negative = inhibition, usual class: inhibitors; 410,000 tested, 1.2% active; AID 588855; also: potency is read from the fitted curve at half-maximal effect; % is scaled to controls: 0 for no effect and ±100 for the full control effect; nearly all actives have a fitted effect of over 65% in size
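GFP signal (ex488/em500-530) from TGF-beta-stimulated HEPG2 CAGA-GFP cells, 500 pg/mL final, 18 h at 37 degrees C in DMEM plus 1% FBS, normalized to unstimulated and DMSO-stimulated controls.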
Abeta yeast res: restores growth of yeast expressing A-beta42 peptide. yeast expressing A-beta42, growth rescue, OD600, 48 h; response scale: 0% DMSO, 100% iron-clioquinol control. Potency, µM (series often up to 46.1 µM), for the others: top-dose growth rescue, most hits filed as activators. 410,000 tested, 0.063% active; also: potency is read from the fitted curve at half-maximal effect; nearly all actives have a fitted effect of over 55% in size
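Growth rescue measured by 600 nm absorbance after 48 h yeast culture at 30 C with compound. Values normalized between DMSO and an equimolar ferric chloride plus clioquinol control.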
Akt phos inh: Akt phosphorylation inhibition. AID 651550. Neuro2A IGF-stimulated pAkt S473 HTRF, 20 min; stronger effect = lower value. activity change, % for hits at 50 µM. 360,000 tested, 0.32% active; in the data active = activity change below about -80%; inconclusive = mostly about -51% to -80%; also: % is scaled to controls: 0 for no effect and ±100 for the full control effect
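Neuro2A cells (4,500/well, DMEM with 0.5% FBS) were treated with compound at a single 50 µM final concentration, stimulated with 6 nM IGF for 20 min at 37 °C, and lysed. Phospho-Akt Ser473 was read by HTRF as 665/615 ratio ×10^4.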
Mm-Cpn inhibitor: blocks the Methanococcus maripaludis chaperonin Mm-Cpn; purified Mm-Cpn ATPase, ADP Transcreener TR-FRET; Potency, µM (top dose mostly 76.9 µM), for inactives: top-dose activity, negative = inhibition, actives largely listed as inhibitors; 330,000 tested, 0.031% active; also: potency is read from the fitted curve at half-maximal effect; % is scaled to controls: 0 for no effect and ±100 for the full control effect; nearly all actives have a fitted effect of over 80% in size
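Reaction buffer contained 30 mM Tris pH 7.4, 100 mM KCl, 5 mM MgCl2 and 1 mM DTT. Mm-CPN (25 nM final) hydrolysed 10 uM ATP over 30 min at 37°C; ADP was read by HTRF.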
HepG2 tox: HepG2 cytotoxicity, counter-screen for TGF-b inhibitors; HepG2 CAGA-GFP viability, ATP luminescence, 18 h; Potency, µM (series often up to 46.1 µM), without a hit: top-dose activity change, negative = cytotoxicity, most hits filed as cytotoxic; 410,000 tested, 0.76% active; AID 588856; also: potency is read from the fitted curve at half-maximal effect; some results filed as inactive show a strong effect at the top dose
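HepG2 CAGA-GFP cells (1000/well, DMEM with 1% FBS) received compound, then TGF-beta at 500 pg/mL final, and were incubated 18 hours at 37 degrees C. Viability was read by CellTiter-Glo luminescence. Media-only wells were set as complete cell-killing and DMSO as no toxicity.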
Nrf2 ARE act: activators of Nrf2 (ARE) signaling. Potency, µM (titrated, usually from 46.1 µM), without a hit: at the highest dose activation, usual class: activators. 410,000 tested, 0.31% active. AREc32 ARE-luciferase reporter (MCF7-derived line), luminescence, 24 h. AID 624171; also: potency is read from the fitted curve at half-maximal effect; % of control where 0% means no effect; nearly all actives have a fitted effect of over 65% in size
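Reporter line AREc32 (ARE-Fluc), seeded overnight in OPTI-MEM with 5% FBS; compound pin-transferred, 24 hr at 37 deg C, 5% CO2; luminescent read-out.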
Active calls of the source: *; i = inactive; ? = inconclusive; . = not tested or not shown; [ ] = remark or other dose. Unless noted, calls follow the shape of the dose curve; as a rule, active = well fitted curve in the direction sought with a large enough effect; inconclusive = small, poorly fitted or top-dose-only effect, or another doubt; inactive = no such curve, though single readings can be large; an effect the other way counts as inactive or inconclusive.

SMILES	CCT chaperon mod	A549 viability	Nrf2 inh	TGFb inhibitor	Abeta yeast res	Akt phos inh	Mm-Cpn inhibitor	HepG2 tox	Nrf2 ARE act
Cc1cc(Cl)ccc1NC(=S)NC(C)(C)C	-2.1	-3%	-20%	?	?	i	0%	-1%	-0.8%
CC(=O)N1CCN(S(=O)(=O)c2cccc(C(=O)NNC(=O)COc3ccc(F)cc3)c2)CC1	-1.8	9%	-7%	-27%	0%	i	1%	-27%	0.6%
CN(C)c1ccc(CNC(=O)C2(C)Cc3c(-c4cccc(C(N)=O)c4)ccnc3O2)cc1 (stereo not drawn)	0.6	.	.	27%	-1%	i	.	-8%	5.0%
Cc1cc(=O)oc2cc(NC(=O)C(C)N3C(=O)C4CCCCC4C3=O)ccc12 (stereo not drawn)	0.1	-3%	1%	12%	-5%	i	2%	7%	0.8%
O=C(Nc1ccc(C(=O)OC2CCCCC2)cc1)c1ccncc1	-0.2	-7%	?	-5%	-7%	i	1%	-35%	-0.1%
Cc1cc(C(C)(C)C)ccc1OC(=O)C1=CC=CN2CCS(=O)(=O)N=C12	0.7	-7%	5%	?	4%	i	0%	-34%	0.1%
Cc1ccc(C)c(CN2C(=O)c3ccccc3S(=O)(=O)c3ccc(C(=O)NCCC4=CCCCC4)cc32)c1	.	-5%	13%	.	10%	.	.	3%	5.5%
Cn1nc(C(=O)Nc2ccc(F)c(Cl)c2)c2c1-c1ccccc1S(=O)(=O)C2	.	3%	-14%	10%	-2%	.	.	-6%	-0.8%
CC(=O)Nc1cccc(C(=O)NNC(=O)c2n[nH]c(=O)c3ccccc23)c1	0.9	8%	-7%	8%	-4%	i	-1%	8%	-0.7%
Fc1ccc2ncc3c(-c4ccccc4)n[nH]c3c2c1	.	-6%	.	2%	15%	.	.	-7%	15%
COc1ccc(-c2cc(C(F)(F)F)nc(NCc3ccccc3)n2)cc1OC	.	-7%	2%[9.27 µM]	-20%	-8%	.	.	-28%	0.8%
CCCCn1nc(C(=O)NCC2COc3ccccc3O2)c2ccccc2c1=O (stereo not drawn)	-6.2	0%	?	-23%	2%	i	1%	-27%	2.2%
N#C/C(=C\c1cccnc1)C(=O)Nc1ccc(S(N)(=O)=O)cc1	-0.2	-3%	2%	-3%	11%	i	-1%	1%	0.0%
CCN1CCN(Cc2c(O)ccc3oc(C)c(C(=O)Nc4ccc(C)cc4C)c23)CC1	.	6%	5%	43%[activator]	-10%	.	.	5%	-0.6%
Clc1ccsc1-c1ccc2ccccc2n1	2.3	-3%	?	3%	-1%	i	-1%	5%	10µM*
c1ccc(Cc2nnc3sc(-c4ccncc4)nn23)cc1	-0.9	-2%	-24%	9%	-20%	i	-2%	1%	0.1%
COCCn1c(=NC(=O)c2nc3ccccc3s2)sc2cc(S(C)(=O)=O)ccc21	2.2	-2%	-7%	1%	-1%	i	-4%	-2%	0.3%
Cc1sc2ncn(CC(=O)NCCCC(=O)N3CCN(c4ccccc4F)CC3)c(=O)c2c1C	-1.5	0%	3%	-22%	5%	i	-2%	0%	0.4%
C(CCc1nn[nH]n1)CCC1CCCCC1	2.2	-2%	-24%	24%	-48%[inhibitor]	i	.	2%	0.5%
COc1ccc(C(=O)Oc2ccc(C(c3c(C)[nH][nH]c3=O)c3c(C)[nH][nH]c3=O)cc2)cc1	.	-3%	15%	-6%	-9%	.	.	0%	9.9%
O=C(COc1ccc(F)cc1)Nc1ccccc1C(=O)OCc1cc(=O)n2ccsc2n1	.	0%	.	-1%	-18%	.	.	2%	4.9%
COC(=O)c1ccc(C2C(Oc3ccccc3)C(=O)N2CCc2ccc(F)cc2)cc1 (stereo not drawn)	-6.0	0%	.	2%	18%	i	1%	-10%	-0.5%
CCCCn1c(N)c(N(CC(C)C)C(=O)c2cc(-c3ccncc3)nc3ccccc23)c(=O)[nH]c1=O	-3.2	-4%	-3%	2%	3%	i	2%	-6%	0.8%
O=C(Nc1cccc(NC(=O)c2ccc(-c3ccc(Br)cc3)o2)c1)c1ccco1	-2.5	?	?	-19%	8%	.	?	-28%	2.6%
COc1ccc(CNC2CCN(Cc3ccccc3)CC2)cc1	-2.8	-1%	8%	-2%	-6%	i	1%	-3%	3.0%
CC(C)OP(=O)(c1ccc(N(C)C)cc1)C(O)c1ccc(Br)cc1 (stereo not drawn)	0.6	1%	-11%	-22%	21%	i	1%	-14%	-0.3%
CCCN1CC(=O)N2C(c3cccc(OC)c3OC)c3[nH]c4ccccc4c3C[C@H]2C1=O (stereo partly drawn)	-6.6	0%	5%	?	-8%	i	-1%	-35%	3.5%
CCN1C(=O)c2cccc3c(N)ccc1c23	1.2	6%	-22%	4%	-10%	i	-7%	-2%	?
COc1ccc(OC)c(NC(=O)NCCN2CCN(c3ccccc3)CC2)c1	-0.8	-5%	2%	1%	5%	i	-1%	-12%	-1.6%
Cc1ccsc1C(=O)N1CCC1(C)C(=O)NS(=O)(=O)c1ccccc1 (stereo not drawn)	1.3	.	.	2%	6%	i	.	15%	-1.3%[9.22 µM]
COc1ccc(CNc2oc(COc3cccc(C)c3)nc2C#N)cc1	.	?	14%	?	-10%	.	.	-39%	4.0%
COc1ccc2c(c1)SCCC2=O	-2.5	-4%	-1%	-12%	18%	i	0%	11%	-0.4%
Cc1cccc(OCC(=O)O/N=C(\N)Cc2ccc([N+](=O)[O-])cc2)c1	0.5	-3%	?	-7%	3%	i	-2%	-26%	2.9%
Cc1occc1C(=O)N(C)CC1CCCN(CCc2ccc(Cl)cc2)C1 (stereo not drawn)	0.8	.	.	-2%	-3%	i	.	-23%	3.5%
CCC(C)(NC(=O)CNC(C)=O)C(=O)NC1CCCCC1 (stereo not drawn)	-2.3	-7%	0%	14%	-3%	i	-2%	3%	0.0%
COc1ccc(C=NNC(=O)CCCC(=O)NN=Cc2ccc(OC)c(OC)c2)cc1OC	-1.9	-1%	-2%	0%	6%	i	.	-7%	0.1%
CC(C)OCCCNC(=O)c1c(N)n(/N=C/c2ccccn2)c2nc3ccccc3nc12	-4.0	-11%	-24%	1%	2%	i	-2%	1%	-1.1%
NC(=O)c1cc(-c2cccnc2)nc2ccc(Br)cc12	-2.2	0%	-24%	-5%	6%	i	-1%	1%	-0.3%
CCCCCn1c(CNC(=O)c2cccs2)nc2ccccc21	-0.2	-1%	-6%	-22%	11%	i	0%	-33%	4.7%
CC(C)Cn1c(=O)c(-[n+]2ccccc2)c([O-])c2ccccc21	-4.1	-1%	-5%	-3%	-1%	i	1%	-5%	-1.6%
Cc1ccc(C)c(NC(=O)CCNS(=O)(=O)c2ccc3[nH]c(=O)oc3c2)c1	-1.4	-1%	0%	0%	-23%	.	2%	-1%	-0.3%
COc1ccc(N2C(=O)C(CC(=O)Nc3ccc(F)cc3)N(Cc3ccc4c(c3)OCO4)C2=O)cc1 (stereo not drawn)	.	5%	-4%	1%	-16%	.	.	-24%	0.8%
CCC(C)(C)NC(=O)c1ccc2c(c1)S(=O)(=O)c1ccccc1C2=O	1.2	4%	-3%	-22%	-12%	i	.	1%	0.5%
O=C(NOC(=O)c1c(F)cccc1Cl)c1ccc(Cl)c(Cl)c1	-4.8	-7%	14%	8%	-1%	i	1%	-17%	5.5%
O=C(O)c1cc(Cl)c(Cl)cc1C(=O)NCc1ccco1	1.1	4%	1%	10%	-10%	i	1%	10%	-0.1%[9.22 µM]

Three compounds picked at random from those above, as already listed:
SMILES	CCT chaperon mod	A549 viability	Nrf2 inh	TGFb inhibitor	Abeta yeast res	Akt phos inh	Mm-Cpn inhibitor	HepG2 tox	Nrf2 ARE act
CCC(C)(NC(=O)CNC(C)=O)C(=O)NC1CCCCC1 (stereo not drawn)	-2.3	-7%	0%	14%	-3%	i	-2%	3%	0.0%
COc1ccc(N2C(=O)C(CC(=O)Nc3ccc(F)cc3)N(Cc3ccc4c(c3)OCO4)C2=O)cc1 (stereo not drawn)	.	5%	-4%	1%	-16%	.	.	-24%	0.8%
COc1ccc2c(c1)SCCC2=O	-2.5	-4%	-1%	-12%	18%	i	0%	11%	-0.4%

(further entries)
SMILES	CCT chaperon mod	A549 viability	Nrf2 inh	TGFb inhibitor	Abeta yeast res	Akt phos inh	Mm-Cpn inhibitor	HepG2 tox	Nrf2 ARE act
CCOC(=O)c1ccc(N/C=C/C(=O)c2ccc(OC)cc2)cc1	-0.1	0%	?	15%	17%	i	1%	4%	-0.1%
CCCCC(=O)N/N=C/c1sccc1C	-2.5	0%	24%	-29%	2%	i	3%	-49%	2.0%
COc1ccc(/C=N/NC(=O)CN2CCCC2)cc1	0.2	-2%	4%	16%	-12%	i	-1%	10%	-0.5%
O=C(COc1ccc2ccc(=O)oc2c1)Nc1nccs1	0.1	-3%	-1%	6%	.	i	0%	-5%	4.3%
COc1ccc(-n2nc(C(=O)N3CCC(N4CCCCC4)CC3)c3c4ccccc4n(C)c3c2=O)cc1	-12	0%	15%	-1%	-19%	i	0%	-18%	3.1%
CC(=O)c1cccc(Nc2nc(-c3ccccc3Cl)nc3ccccc23)c1	.	-11%	?	1%	1%	.	.	-40%	8.7%
CNC(=O)c1[nH]cnc1C(=O)N[C@@H](CCCCNC(=O)OC(C)(C)C)C(=O)OC(C)(C)C	0.9	5%	-11%	15%	-11%	i	.	4%	0.5%
Cc1ccc(S(=O)(=O)NN2C(=O)/C(=C/c3ccc(F)cc3)SC2=S)cc1	-2.8	-15%	-10%	-35%	0%	i	0%	3%	-0.5%
CC(CN1C(C)CCCC1C)OC(=O)c1ccc(Cl)cc1 (stereo not drawn)	-2.3	-3%	-10%	-1%	0%	i	4%	0%	0.2%
